Casp6 inh: caspase-6 (human) enzyme inhibition; P55212; purified caspase-6, Z-VEID-R110 cleavage fluorescence; inhibition, % at 12.5 µM; 350,000 tested, 0.53% active;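 active = mean inhibition across replicates at least about 35%, with every replicate also reaching that limit, limit read from the data; inconclusive = only one of the two criteria met; inactive = neither criterion met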;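 also: 0% = median of neutral control wells and 100% = no fluorescence left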
Target sequence (P55212 24-179 limits assumed): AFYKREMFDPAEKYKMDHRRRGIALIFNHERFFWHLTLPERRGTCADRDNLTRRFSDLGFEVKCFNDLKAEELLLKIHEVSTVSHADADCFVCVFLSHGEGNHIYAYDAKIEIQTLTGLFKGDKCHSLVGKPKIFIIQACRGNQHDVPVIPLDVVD
Target sequence (P55212 194-293 limits assumed): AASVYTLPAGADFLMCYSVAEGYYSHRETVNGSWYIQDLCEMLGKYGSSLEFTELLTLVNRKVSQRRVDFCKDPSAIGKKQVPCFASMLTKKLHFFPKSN
miR-122 sensor: blocks miR-122 activity in Huh7 sensor cells; Huh7 miR-122 Renilla luciferase sensor, 48 h; neutral wells = 0, positive control = 100; activation (reporter increase), % at 12.5 µM; 340,000 tested, 0.3% active; AID 602342;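 active = mean replicate activation score at least 90 and every replicate individually at or above 90; inconclusive = only one of the two criteria met; inactive = neither criterion met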;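 also: higher luciferase means less miR-122 activity so hits act as miR-122 inhibitors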
ERAP1 inh: inhibitors of human ERAP1 aminopeptidase | Q9NZ08 | AID 652197 | recombinant ERAP1, Leu-AMC fluorescence, 60 min | inhibition, % at 10.7 µM | 340,000 tested, 0.15% active;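 active = mean replicate inhibition of at least 30%, or all replicates individually reaching that 30% level; inactive = mean below 30% and not every replicate reaching it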;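 also: 0% = neutral control wells and 100% = L-leucinethiol positive control wells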
ERp5 block: blocks human ERp5 reductase activity on insulin; 350,000 tested, 0.05% active; AID 651711; ERp5 insulin aggregation, absorbance 650 nm, 90 min; Q15084; inhibition, % at 9.99 µM;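 active = mean replicate inhibition above about 25%, with every replicate also reaching it, limit read from the data, passing the limit was not always enough; inconclusive = only one of those two criteria met; inactive = neither criterion met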
Target sequence (Q15084 whole entry, looked up): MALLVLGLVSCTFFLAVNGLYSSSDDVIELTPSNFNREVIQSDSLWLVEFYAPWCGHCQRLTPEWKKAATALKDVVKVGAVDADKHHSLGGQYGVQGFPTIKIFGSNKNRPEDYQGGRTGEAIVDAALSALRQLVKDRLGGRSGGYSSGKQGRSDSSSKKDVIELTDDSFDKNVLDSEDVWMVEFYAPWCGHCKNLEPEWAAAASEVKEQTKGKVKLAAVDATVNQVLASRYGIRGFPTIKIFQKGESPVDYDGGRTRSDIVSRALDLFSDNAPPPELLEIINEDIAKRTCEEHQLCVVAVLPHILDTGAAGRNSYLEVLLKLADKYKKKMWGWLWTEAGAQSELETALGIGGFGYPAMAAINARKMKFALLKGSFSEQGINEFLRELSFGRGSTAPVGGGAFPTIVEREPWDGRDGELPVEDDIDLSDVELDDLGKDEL
DENV2 CPE rescue: DENV2-induced cell death inhibition | DENV2-infected cells, cytopathic effect rescue, plate reader | CPE inhibition, % at 9.99 µM | 350,000 tested, 1.7% active; in the data active = CPE inhibition above about 20%, passing the limit was not always enough; inconclusive = no clear call, values can overlap the other calls; tested in BHK-21 cells;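 also: 0% = median of neutral control wells and 100% = median of positive control wells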
SIRT5 block: blocks human SIRT5 desuccinylation of peptide. Q9NXA8. Purified SirT5, succinyl-peptide AMC, trypsin-coupled fluorescence. inhibition, % at 15 µM. 330,000 tested, 1.1% active. AID 652115; in the data active = inhibition above about 15%; inconclusive = no clear call, values can overlap the other calls
Target sequence (Q9NXA8 whole entry, looked up): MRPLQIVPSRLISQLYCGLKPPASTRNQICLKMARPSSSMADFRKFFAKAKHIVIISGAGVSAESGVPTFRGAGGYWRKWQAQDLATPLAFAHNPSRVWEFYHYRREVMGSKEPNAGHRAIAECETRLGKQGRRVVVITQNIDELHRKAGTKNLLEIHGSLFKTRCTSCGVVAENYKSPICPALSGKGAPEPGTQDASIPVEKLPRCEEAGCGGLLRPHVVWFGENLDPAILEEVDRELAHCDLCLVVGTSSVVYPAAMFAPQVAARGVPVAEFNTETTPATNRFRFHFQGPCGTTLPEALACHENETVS
CFTR F508del cor: correctors of CFTR F508del function in bronchial epithelial cells; CFBE cells, YFP halide quenching; stimulated with forskolin plus potentiator P3; % fluorescence drop versus neutral controls; activity (quench increase), % at 7.58 µM; 350,000 tested, 0.36% active; AID 720511;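 active = mean added fluorescence quench of at least 8% versus neutral control, with both replicates also reaching 8%; inconclusive = only one of the mean or replicate conditions met; inactive = mean below 8% and not both replicates reaching 8%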;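 also: cells transiently co-express mutant CFTR-F508del with the halide-sensitive YFP; corrector assay measuring rescue of mutant channel to the surface after 24 h compound exposure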
* marks the source's active call; other numbers are inactive results; ? = inconclusive; / = no result given; [ ] = remark or other dose.

SMILES	Casp6 inh	miR-122 sensor	ERAP1 inh	ERp5 block	DENV2 CPE rescue	SIRT5 block	CFTR F508del cor
Cc1occc1C(=O)N1CCCC(N2CCN(c3ccccc3F)CC2)C1 (stereo not drawn)	3	-11	-2	3	26*	-3	3.8
O=C(CSc1nc2ccccc2[nH]1)N/N=C/c1ccncc1	-2	1	0	-2	1	-4	2.3
O=C(CN(C(=O)CCC(=O)Nc1nccs1)c1cccc(F)c1)NCCc1ccccc1	-1	/	3	1	4	0	-1.0
COc1ccc(OC)c(S(=O)(=O)Nc2ccc(F)cc2)c1	0	78	0	-1	-5	-2	0.1
O=C(Nc1ccc(Cl)cc1)Nc1ccc(S(=O)(=O)Nc2ncccn2)cc1	0	/	-1	3	-1	-1	0.3
COc1cccc(C2CC(c3ccc(C(C)C)cc3)n3nc(N)nc3N2)c1 (stereo not drawn)	-1	2	-2	4	-13	/	1.7
COc1cc(C=O)ccc1OC(=O)N1CCOCC1	-2	0	0	-1	-3	-4	-1.8
CC(C)(C)[C@H]1COC(=O)CC/C=C\C[C@H](CC(=O)N(CCO)Cc2ccccc2)C(=O)N1	1	-2	/	6	13	/	-1.2
Cc1cc(NC(=O)COC(=O)/C=C/c2ccc(C)o2)no1	9	1	4	-18	-1	3	1.3
C[C@H](NC(=O)C[C@@H]1C[C@@H]2c3cc(NC(=O)NC4CCCC4)ccc3O[C@@H]2[C@H](CO)O1)c1ccccc1	1	8[16.7 µM]	-6	-2	-10	-1	-2.6
Cc1ccnc(NS(=O)(=O)c2ccc3c(c2)CCO3)c1	1	/	-2	4	-4	0	-0.6
O=C(c1ccccc1F)N1CCN(C(=O)C(c2ccccc2)c2ccccc2)CC1	-2	-2	1	3	15	3	-0.4
O=C(C1CCCC1)N1CCN(S(=O)(=O)c2ccc(F)c(F)c2F)CC1	-1	/	0	1	-1	-5	-4.5
CC(=O)N1Cc2ccccc2C(C)CC12CCCCC2 (stereo not drawn)	-6	-1	-2	1	-8	-1	0.7
CCCC(=O)N1CC2(C1)CN(C(=O)CN1CCOCC1)[C@H](CO)c1c2c2ccc(OC)cc2n1C	4	/	6	2	8	3	2.5
CC1CCN(S(=O)(=O)c2cnc(Cl)c(Br)c2)CC1	-2	-4	-2	-2	?	0	/
Cc1ccc2cc(C#N)c(NCc3ccccc3)nc2c1	1	/	-1	-4	0	-3	-1.5
COc1ccc(N(Cc2ccccc2)S(=O)(=O)c2cccc(C(=O)O)c2)cc1	2	-1	/	-7	1	-3	-2.3
C[C@@H]1CN([C@@H](C)CO)C(=O)c2cc(C#CC3CCCCC3)cnc2O[C@@H]1CN(C)C(=O)NC1CCCC1	-2	-5[16.7 µM]	-6	3	17	12	0.1
C/C(=N\NC(=O)c1cccc(S(=O)(=O)N2CCOCC2)c1)c1cc2ccccc2o1	1	2	-3	0	0	5	-0.5
CCS(=O)(=O)C1=NSC2=NC(=O)/C(=C\c3ccc(OC(=O)c4ccco4)c(OC)c3)C(=N)N21	7	/	2	2	-6	6	0.0
N#Cc1ccc(-c2ccc([C@H]3[C@H](CO)N4C(=O)CNC[C@@H]34)cc2)cc1	-1	/	-1	5	8	-2	-0.2
Cc1ccccc1CNC(=O)CC1C(=O)NCCN1Cc1c(F)cccc1Cl (stereo not drawn)	2	/	12	1	/	-5	2.9
O=C(NCC(c1ccc(F)cc1)N1CCOCC1)c1ccccc1F (stereo not drawn)	-1	/	0	0	15	15	-2.6

Some of these compounds in order of formula weight, largest number first.
SMILES	Casp6 inh	miR-122 sensor	ERAP1 inh	ERp5 block	DENV2 CPE rescue	SIRT5 block	CFTR F508del cor
CCS(=O)(=O)C1=NSC2=NC(=O)/C(=C\c3ccc(OC(=O)c4ccco4)c(OC)c3)C(=N)N21	7	/	2	2	-6	6	0.0
CCCC(=O)N1CC2(C1)CN(C(=O)CN1CCOCC1)[C@H](CO)c1c2c2ccc(OC)cc2n1C	4	/	6	2	8	3	2.5
C/C(=N\NC(=O)c1cccc(S(=O)(=O)N2CCOCC2)c1)c1cc2ccccc2o1	1	2	-3	0	0	5	-0.5

Remaining list, next part
SMILES	Casp6 inh	miR-122 sensor	ERAP1 inh	ERp5 block	DENV2 CPE rescue	SIRT5 block	CFTR F508del cor
COc1cc(/C=N/NC(=O)C(Cc2c[nH]c3ccccc23)NC(=O)OCC(C)C)cc([N+](=O)[O-])c1OCc1ccccc1 (stereo not drawn)	1	-1	-1	4	2	-4	-1.4
CCCCNC(=O)CSc1nc(CCC)nc2ccccc12	1	/	9	-2	5	-6	-0.7
C[C@H]1CN([C@@H](C)CO)C(=O)Cc2cc(NS(C)(=O)=O)ccc2O[C@@H]1CN(C)C(=O)Nc1ccccc1	1	2[16.7 µM]	0	-8	-15	-1	-2.4
COCC#Cc1ccc2c(c1)O[C@H](CN(C)CC1CC1)[C@H](C)CN([C@H](C)CO)S2(=O)=O	-3	/	0	13	9	-1	1.5
CC(=O)N1CCN(c2ccc(NC(=O)c3ccco3)cc2Cl)CC1	0	-4	-3	-1	-3	-4	0.8
COc1ccc(Br)c(C(=O)OCC(=O)NC2CCCCCCC2)c1	5	-6	-2	2	-2	2	-6.0
O=C(Cc1ccc(NC(=O)C2CCN(C(=O)CCc3ccccc3)CC2)cc1)Nc1cccc(C(=O)N2CCCC2)c1	-1	/	1	5	17	6	-3.5
CN(CCc1ccccc1)C(=O)c1ccc(NC(=O)Cc2cccc(NC(=O)C3CCN(C(=O)C4CCC4)CC3)c2)cc1	2	-7	-3	-4	-3	-4	0.3
COc1ccc(C2=NOC(COc3ccc([N+](=O)[O-])cc3)C2)cc1 (stereo not drawn)	-3	-4	4	4	?	0	/
COc1ccc(CSc2nnc3[nH]c(=O)cc(N)n23)cc1	-7	/	10	2	6	0	-1.1
Cc1ccc(NC(=O)c2cc([N+](=O)[O-])ccc2N2CCOCC2)cc1S(=O)(=O)N(C)C	-2	13	-3	2	-6	-5	1.4
C[C@@H]1CN([C@@H](C)CO)C(=O)c2cc(NC(=O)c3ccncc3)ccc2O[C@H]1CN(C)C(=O)Nc1ccc2c(c1)OCO2	1	-5[16.7 µM]	1	0	-6	-33	-1.4
CCOC(=O)C1CCCN(C(=O)C2CCCN(S(=O)(=O)c3ccc4c(c3)oc(=O)n4C)C2)C1 (stereo not drawn)	-1	-10	4	4	-9	2	3.5
S=C(Nc1ccc(Nc2ccccc2)cc1)NC1CCCCCC1	-1	/	1	4	-4	-1	0.5
Brc1ccccc1-c1ccccc1	-1	-1	-3	1	-1	/	0.0
COCOc1cccc(CN2CCC2(C)C(=O)NCCNC(C)=O)c1 (stereo not drawn)	-3	-6	1	4	4	/	-2.2
CCN1CCN(c2oc(-c3ccc([N+](=O)[O-])cc3)nc2C#N)CC1	4	0	/	-13	-2	0	-2.0
CC1CCN(C2=C(NS(=O)(=O)c3ccccc3)C(=O)c3ccccc3C2=O)CC1	11	/	6	6	-9	1	-0.3
Cc1cc(C)c2nc(C)cc(N/N=C/c3ccc(O)cc3)c2c1	10	/	7	2	-16	3	-13
CCOC(=O)c1sc(N)c(C(N)=O)c1C	1	-6	-2	-2	7	1	/
O=C(COc1ccc(F)cc1Cl)Nc1cc(S(=O)(=O)N2CCOCC2)ccc1N1CCCCC1	-2	5	1	-5	4	-2	1.9
O=C(CCN1C(=O)c2ccccc2C1=O)Nc1cccc(S(=O)(=O)NC2=NCCC2)c1	-1	/	-5	1	-5	3	3.9
C[C@H](CO)N1C[C@H](C)[C@@H](CN(C)Cc2ccc(C(F)(F)F)cc2)Oc2c(cccc2N(C)C)C1=O	-2	?	-1	1	-2	1	-1.9
N/C(=N\OC(=O)Cc1cccs1)c1ccc(Cl)cc1	1	5	4	3	5	1	-2.3
O=C(Cc1ccncc1)NCC[C@@H]1CC[C@H](NC(=O)Nc2ccc(Cl)cc2)[C@H](CO)O1	-1	/	3	2	3	-2	-3.1
Cc1nn(Cc2ccccc2Cl)c(C)c1C(=O)N1CCN(c2ccccc2)CC1	3	1	-3	-2	/	-6	/
O=C(C[C@H]1C[C@@H]2c3cc(NC(=O)Nc4ccccc4F)ccc3O[C@@H]2[C@@H](CO)O1)NCc1ccccn1	2	-1[16.7 µM]	0	6	1	-4	0.3
NS(=O)(=O)c1ccc(NC(=O)c2ccc3nccnc3c2)cc1	0	-6	2	3	5	-7	1.8
Cc1noc(C)c1NC(=O)Nc1ccc2c(c1)C(=O)N([C@H](C)CO)C[C@H](C)[C@@H](CN(C)S(=O)(=O)c1c(C)noc1C)OCCCC[C@H](C)O2	-1	14[16.7 µM]	0	-7	4	-4	1.5
COc1ccc2c3c([nH]c2c1)[C@H](CO)N(C(=O)NC(C)C)CC31CCN(Cc2ccc(F)cc2)CC1	-3	/	9	4	?	6	1.2
N#C/C(=C\c1ccco1)C(=O)NCC1CCCO1 (stereo not drawn)	8	-4	-1	3	?	5	-2.6
Cc1ccn2c(=O)nc(SCC(=O)NCc3ccc(F)cc3)nc2c1	5	-9	3	-5	4	-2	4.0
C[C@H](CO)N1C[C@H](C)[C@@H](CN(C)C)Oc2cc(C#Cc3ccc(F)cc3)ccc2S1(=O)=O	1	-4[16.7 µM]	0	0	7	-7	/
Cc1cc(NC(=O)CSCc2ccc([N+](=O)[O-])cc2)no1	0	/	-1	-3	0	1	-1.0
CC(C)CNc1cccc2c1S(=O)(=O)N[C@@H](Cc1ccccc1)CO2	3	/	13	-6	11	13	0.7
CCC(=O)N(Cc1cc(=O)[nH]c2ccccc12)c1ccc(C)cc1	2	2	-2	0	3	0	-0.6

Quoted at random: 2 entries already listed, in no set order.
SMILES	Casp6 inh	miR-122 sensor	ERAP1 inh	ERp5 block	DENV2 CPE rescue	SIRT5 block	CFTR F508del cor
CC(C)CNc1cccc2c1S(=O)(=O)N[C@@H](Cc1ccccc1)CO2	3	/	13	-6	11	13	0.7
N#C/C(=C\c1ccco1)C(=O)NCC1CCCO1 (stereo not drawn)	8	-4	-1	3	?	5	-2.6

(listing goes on)
SMILES	Casp6 inh	miR-122 sensor	ERAP1 inh	ERp5 block	DENV2 CPE rescue	SIRT5 block	CFTR F508del cor
C/C=C/c1cnc2c(c1)C(=O)N([C@H](C)CO)C[C@H](C)[C@H](CN(C)C(=O)Nc1ccccc1F)O2	-1	4[16.7 µM]	1	-3	0	-1	0.2
COCCN1C=C2C(=O)C(C)(OC(=O)c3cccs3)C(=O)C=C2C=C1CCCC(=O)OC (stereo not drawn)	9	/	/	0	-7	/	2.6
CO[C@@H]1CN(C)C(=O)c2ccc(NC(=O)C3CCC3)cc2OC[C@@H](C)N(CC2CCCCC2)C[C@H]1C	-1	/	-4	/	-15	2	1.8
CCCNC(=O)N(C)C[C@H]1Oc2cc(C3=CCCC3)ccc2S(=O)(=O)N([C@H](C)CO)C[C@@H]1C	/	/	/	-12	-2	-1	1.5
CNC(=O)c1ccc(NC(=O)c2cc(S(=O)(=O)N(C)C)ccc2N2CCCC2)cc1	1	6	-1	-1	2	-3	-2.7
CC1(C(=O)NCc2cccc3ccccc23)CCN1Cc1ccccc1OC(F)F (stereo not drawn)	-1	-16	-1	1	-4	-4	-1.7
COc1ccc(Cl)cc1NC(=O)COC(=O)c1c(-c2ccccc2)noc1C	0	-1	1	7	0	-2	2.5
CC1CCCCN1CCCNC(=O)c1c(O)nc2ccccn2c1=O (stereo not drawn)	-55	0	-3	5	19	-8	1.3
COc1ccc(S(=O)(=O)N(C)C[C@H]2OCc3ccccc3-c3ccccc3C(=O)N([C@H](C)CO)C[C@@H]2C)cc1	0	/	4	4	4	0	0.4
C[C@@H]1C(=O)O[C@H]2[C@H]1CC[C@@]1(C)C(=O)C=C[C@@](C)(O)[C@H]21	4	-1	-1	6	/	/	0.3
CSc1ccc(-c2cc3c(c4c2ccn4C)C2CCC3O2)cc1 (stereo not drawn)	0	-4	-4	-1	-5	-5	5.8
O=C(C[C@H]1CC[C@@H]2[C@H](COC[C@@H](O)CN2Cc2cccc(C(F)(F)F)c2)O1)NCc1ccncc1	-1	-7[16.7 µM]	-1	5	8	0	-0.7
O=[N+]([O-])c1ccc2nc(-c3ccccn3)[nH]c2c1	4	-4	0	2	-2	1	/
O=C(Nc1ccc(F)cc1)N[C@@H]1CC[C@@H](CC(=O)N2CCCCC2)O[C@@H]1CO	2	/	-1	-3	14	1	-2.1
OC[C@@H]1[C@@H](c2ccccc2)C2(CN(Cc3ccc4c(c3)OCO4)C2)N1Cc1ccccc1	0	/	-4	8	2	0	0.4
